NCI-60 one-dose screen, 48 h, at 10 µM unless noted. Numbers give growth in % (100 = growth as untreated, 0 = no growth, -100 = all killed).
NCI-H460: NCI-H460 lung cancer; AID 1794736; 82,000 tested, 6.8% active
OVCAR-4: OVCAR-4 ovarian cancer cells; 80,000 tested, 3.7% active; AID 1794784
NCI/ADR-RES: NCI/ADR-RES ovarian cells. 81,000 tested, 4.4% active
SK-OV-3: SK-OV-3 ovarian cancer cells; AID 1794785; 80,000 tested, 3.2% active
NCI-H322M: NCI-H322M lung cancer. 80,000 tested, 2.7% active
NCI-H226: NCI-H226 lung cancer; AID 1794732; 79,000 tested, 3.5% active
NCI-H23: NCI-H23 lung cancer; AID 1794731; 80,000 tested, 4% active
IGROV1: IGROV1 ovarian cancer; 79,000 tested, 4.7% active
NCI-H522: NCI-H522 lung cancer | 78,000 tested, 8% active
* hit, by the source's call; . = not tested or not shown; & = joins results of further samples. How the source made its calls: active means growth percent below 10; inactive means the rest. Random draw from the library. Share with any hit: about 11%.

SMILES	NCI-H460	OVCAR-4	NCI/ADR-RES	SK-OV-3	NCI-H322M	NCI-H226	NCI-H23	IGROV1	NCI-H522
Cc1ccc(/C=N/Nc2nc(Nc3ccccc3)nc(-n3nc(C)cc3C)n2)cc1	6.7*	28	13	69	27	47	55	5.3*	16
COc1ccc(-c2nc(SCC(=O)c3ccc4ccccc4c3)[nH]c(=O)c2C#N)cc1	109	112	103	94	97	105	99	109	105
NC(=S)Nc1ccc2c(c1)Cc1ccccc1-2	95	83	88	98	89	78	83	88	63
C=C(C)[C@@H]1CC[C@]2(C=O)CC[C@]3(C)[C@H](CC[C@@H]4[C@@]5(C)CCC(=O)C(C)(C)[C@@H]5CC[C@]43C)[C@@H]12	99	83	98	101	107	94	92	106	89
COc1ccccc1-n1cnc(N)c1C(=O)c1cc(OC)c(OC)c(OC)c1	14	66	55	48	81	57	70	45	1.9*
OCc1ncc(-c2cc(C(F)(F)F)cc(C(F)(F)F)c2)c(NC2CCCCCC2)n1	99	97	97	100	111	88	93	102	76
CC(=O)N/C(=C1/OCCN1Cc1ccccc1)[P+](c1ccccc1)(c1ccccc1)c1ccccc1	106	92	100	110	100	95	95	76	82
CCCCOC(=O)c1ccco1	110	100	101	99	100	113	95	104	101
COc1cccc(/C=C2\Oc3cc(OCCN4CCCC4)ccc3C2=O)c1	94	111	94	108	93	99	92	99	95
Cc1nn(-c2ccc(-c3ccc(OC(F)(F)F)cc3)cc2)c2nc(Cc3ccccc3)nc(N)c12	3.4*	4.3*	41	57	.	42	65	47	74
CCOC(=O)Nc1csnn1	115	102	110	113	114	105	112	492	231
CS(=O)(=O)Nc1ccccc1	103	98	100	87	102	96	97	101	91
COc1ccccc1NC(=O)N/N=c1\cc(C)c2ccc(O)cc2o1	116	106	106	82	100	94	103	104	89
O=C(N/N=C/c1cc[nH]c1)c1cn(C2CC2)c2cc(N3CCNCC3)c(F)cc2c1=O	107	105	101	110	94	101	100	96	99
N#Cc1c(-c2cccc(Cl)c2)nn(CC(=O)N2CCOCC2)c1N	104	92	103	104	105	89	92	93	102
CCN(CC)Cc1cc(C(C)(C)CC(C)(C)C)cc(-c2ccccc2)c1O	105	116	100	106	112	99	97	107	97
O=[N+]([O-])c1ccc(N2CCOCC2)c([N+](=O)[O-])c1	102	.	98	98	115	95	98	97	88
Cc1ccc2nc(COc3ccc(C(=O)NNC(=O)Nc4ccc(Cl)c(Cl)c4)cc3)[nH]c2c1	84	76	91	138	86	62	66	104	78
[Cl-].[Rh+3].c1ccc(-c2ccnc3c2ccc2c(-c4ccccc4)ccnc23)cc1.c1ccc(-c2ccnc3c2ccc2c(-c4ccccc4)ccnc23)cc1.c1ccc(-c2ccnc3c2ccc2c(-c4ccccc4)ccnc23)cc1	92	85	96	78	105	107	87	66	42
Cc1ccc(-c2nn(C)c(=O)c3noc(-c4ccc(C)cc4)c23)cc1	23	61	30	27	56	58	43	48	9.0*
CC(=O)Oc1ccccc1C(=O)Oc1ccccc1	106	136	102	99	107	106	106	104	78
O=C1c2ccccc2C(=O)C2OC12 (stereo unspecified)	108	105	90	96	93	108	95	105	93
COC(=O)[C@]12CC[C@@H](C)[C@H](C)[C@@H]1C1=CC[C@@H]3[C@@]4(C)C[C@@H](OC(C)=O)[C@H](OC(C)=O)[C@@](C)(COC(C)=O)[C@@H]4[C@H](O)C[C@@]3(C)[C@]1(C)CC2	4.1*	19	10	2.4*	35	2.2*	18	37	-2.9*
CC(=O)C1CCC2C3CCC4=CC(=O)CCC4(C)C3C(O)CC12C (stereo unspecified)	107	106	106	94	102	104	108	100	106
O=C(CS(=O)(=O)c1ccccc1)Nc1ccc(C(=O)O)cc1	106	101	103	103	109	99	100	102	90
More structures
SMILES	NCI-H460	OVCAR-4	NCI/ADR-RES	SK-OV-3	NCI-H322M	NCI-H226	NCI-H23	IGROV1	NCI-H522
COCOc1ccc(/C=C/C(=O)NC(Cc2ccccc2)C(O)C(=O)NCc2ccccc2)cc1OCOC (stereo unspecified)	104	87	101	113	98	95	96	104	94
C/C(=N\Nc1ccc([N+](=O)[O-])cc1[N+](=O)[O-])c1ccc(Cl)cc1	104	97	107	97	95	82	108	110	92
CC(C)c1ccc(NC(=O)Nc2ccc(NC(=O)CCCC(=O)NO)cc2)cc1	114	112	103	94	105	87	102	111	87
NC(=O)[C@@H]1CC2CCC1C2 (stereo partly specified)	97	106	121	101	110	103	113	110	108
O=C(NC1c2ccccc2Oc2ccccc21)c1ccc([N+](=O)[O-])cc1	101	106	113	108	103	105	101	93	87
CC(=O)Nc1ccc2ccccc2c1[N+](=O)[O-]	103	106	99	97	109	102	94	107	92
CCN(CC)CCOc1cc(C)ccc1C(C)C	109&104	104&100	102&113	114&106	110&101	101&90	100&111	110	92&100
C=CCn1c(SCC(=O)Nc2ccc(C(=O)/C=C/c3ccccc3)cc2)nnc1-c1c[nH]c2ccccc12	79	62	85	87	79	35	68	42	61
CCOC(=O)c1cnn(CC(C)O)c1NC(=O)NCc1cccc(F)c1 (stereo unspecified)	105	122	97	101	98	103	98	96	66
O=C(Nc1cccc2ccccc12)N(c1ccccc1)c1ccccc1	101	105	101	108	110	103	105	99	104
O=C1OCCN1CCO	103	106	108	105	88	99	105	97	93
CCCCCCCCCCCCCCCC(=O)N1CCOCC1	107	100	95	100	102	90	93	105	84
COc1cc(-c2cc(=O)c3c(C)cc(O)cc3o2)cc(OC)c1OC	83	81	80	106	.	94	93	97	79
CSc1nc(Nc2ccccc2)c2c(F)cccc2n1	101	98	93	82	95	71	94	84	87
CCCC(=O)Oc1ccc(/C(=C(/C)Cc2cccc(OC)c2)c2ccc(OCCN3CCCCC3)cc2)cc1	102	89	99	93	104	99	86	92	106
Cc1ccc(S(=O)(=O)Oc2cc3oc(=O)c4c(c3cc2Cl)CCCCCC4)cc1	97	82	94	100	102	82	92	89	80
O=C1COc2ccccc2N1	107	108	105	97	100	107	102	110	89
O=C1NC(=O)C(Cc2ccc(OCc3ccc(-c4cccc(F)c4)cc3)cc2)S1 (stereo unspecified)	92	74	71	91	86	87	71	65	57
O=C([O][Sn]([O]C(=O)c1ccccn1)([c]1ccccc1)[c]1ccccc1)c1ccccn1	107	81	95	100	123	66	55	74	-69*
O=C(CN1C(=O)c2ccccc2S1(=O)=O)Nc1nc(-c2cc3ccccc3oc2=O)cs1	105	110	103	106	97	94	110	99	92
CNC(=O)c1cc(Oc2ccc(NC(=O)Nc3ccc(Cl)c(OC)c3)c(F)c2)ccn1	91	79	89	92	92	61	67	79	50
CC1(C)[C@@H](O)CC[C@]2(C)[C@H]3C=CC4=C5C[C@](C)(CO)CC[C@]5(C)CC[C@@]4(C)[C@]3(C)CC[C@@H]12	104	105	103	112	113	98	99	111	92
COc1cc(C(=O)N/N=C/c2cccc([N+](=O)[O-])c2)cc(OC)c1OC	18	.	38	67	87	78	62	61	20
COC(=O)c1ccc(N)cc1O	112	122	97	85	101	102	90	.	87
N#CC1=C(N)Oc2c(sc3c(Br)cccc23)C1c1ccc([N+](=O)[O-])cc1 (stereo unspecified)	-7.5*	40	-27*	34	41	59	12	.	-6.5*
The list continues.
SMILES	NCI-H460	OVCAR-4	NCI/ADR-RES	SK-OV-3	NCI-H322M	NCI-H226	NCI-H23	IGROV1	NCI-H522
COC(=O)[C@@H]1CCCN1C(=O)[C@@H]1CCCN1C(=O)[C@@H](Cc1c[nH]c2ccccc12)NC(=S)Nc1cc(C(F)(F)F)cc(C(F)(F)F)c1	52	42	100	91	76	.	74	36	73
CCc1ccc(Nc2ccc3c(Oc4ccnc(C(=O)NC)c4)cccc3n2)cc1	89	75	91	90	96	74	101	103	68
NC(=O)N/N=C\c1ccco1	117	121	101	102	94	102	108	100	92
COc1ccc(OC)c(/C=C2/C=C(c3ccc(Cc4ccccc4)cc3)N(CCc3ccc(S(N)(=O)=O)cc3)C2=O)c1	99	97	95	101	92	90	100	110	83
CCOC(=O)c1cn([C@H]2CC(=O)[C@@H]3OC[C@H]2O3)nc1N	102	111	111	103	99	99	104	110	97
CCOC(=O)NNc1cccc(Cl)c1	103	106	99	105	104	85	94	95	97
O=C1NC(=S)/C(=C/c2cn(-c3ccccc3)nc2-c2ccccc2)S1	9.2*	25	19	36	32	34	12	29	-9.9*
CCOC(=O)C1CN(CC)C(=O)C1=O (stereo unspecified)	104	104	104	105	103	100	109	110	95
COc1ccc(NC(=S)Nc2nc3c(=O)[nH]nc(-c4ccc(C)cc4)c3s2)cc1	98	98	93	109	99	91	91	97	97
O=C(O)CN1C(=O)S/C(=C2\C(=O)N(CC3CCCCC3)c3ccc(-c4ccc(-c5ccccc5)cc4)cc32)C1=O	102	100	100	98	88	91	99	96	82
CC(=O)Oc1cc(OC(C)=O)c2ccccc2c1OC(C)=O	87	86	89	77	.	88	71	63	68
CC(C)c1ccc(C(=O)OCCc2ccccc2)cc1	108	111	99	100	107	.	98	107	94
O=C(NN1C(=O)CCC1=O)c1ccc(Nc2ncnc3c2cnn3-c2cccc(Br)c2)cc1	104	108	104	102	95	98	101	102	79
CCOC(=O)OC(C)C(=O)OCC (stereo unspecified)	112	.	96	105	104	94	109	112	99
O=C(C1=Cc2cccn2Cc2cnnn21)c1ccc(Cl)cc1	109	91	97	91	99	83	83	79	91
C#Cc1cc(OC)c(C(=O)Nc2ccc(F)cc2C(=O)Nc2cccc(S(=O)(=O)C(F)(F)F)c2)cn1	27	28	-29*	-71*	89	13	-49*	-51*	-69*
COC(=O)CC(=O)C=P(c1ccccc1)(c1ccccc1)c1ccccc1	101	111	91	100	97	100	88	81	75
CCN(CC)C(=O)c1ccc(C(C)C)cc1	109	96	112	99	102	108	102	110	97
O=C(O)c1cnnc2ccccc12	118	.	106	96	105	99	105	112	99
Nc1nc(Nc2ccccc2SSc2ccccc2Nc2nc(N)nc(C(Cl)(Cl)Cl)n2)nc(C(Cl)(Cl)Cl)n1	70	65	49	121	75	65	54	37	.
Nc1c(C(=O)Nc2ccc(Br)cc2)sc2nc(-c3cnccn3)cc(-c3cccs3)c12	101	98	110	112	90	99	.	92	96
Cc1ccc(-c2nc(N3CCN(C(=O)c4ccc(OC(F)(F)F)cc4)CC3)c3ccccc3n2)cc1	93	106	84	99	93	84	95	86	82
COc1ccc(C2=NOC(CC(=O)N3CCOCC3)C2)cc1OC1CCCC1 (stereo unspecified)	107	99	103	.	106	.	105	108	84
NCC1CC1	109	111	101	106	106	102	98	108	74
C=CCc1c(O)c(C=O)c(OC)c2c(=O)cc(-c3ccccc3OC)oc12	94	92	95	92	91	82	77	48	82

Part of the list above, reduced to NCI-H226.
Structure | NCI-H226
C/C(=N\Nc1ccc([N+](=O)[O-])cc1[N+](=O)[O-])c1ccc(Cl)cc1 | 82
CC(C)c1ccc(NC(=O)Nc2ccc(NC(=O)CCCC(=O)NO)cc2)cc1 | 87

Single records (already shown):
`O=C(O)c1cnnc2ccccc12` across the screens: NCI-H460: 118; OVCAR-4: .; NCI/ADR-RES: 106; SK-OV-3: 96; NCI-H322M: 105; NCI-H226: 99; NCI-H23: 105; IGROV1: 112; NCI-H522: 99
`CCN(CC)C(=O)c1ccc(C(C)C)cc1` across the screens: NCI-H460: 109; OVCAR-4: 96; NCI/ADR-RES: 112; SK-OV-3: 99; NCI-H322M: 102; NCI-H226: 108; NCI-H23: 102; IGROV1: 110; NCI-H522: 97
`CC(=O)Oc1cc(OC(C)=O)c2ccccc2c1OC(C)=O` across the screens: NCI-H460: 87; OVCAR-4: 86; NCI/ADR-RES: 89; SK-OV-3: 77; NCI-H322M: .; NCI-H226: 88; NCI-H23: 71; IGROV1: 63; NCI-H522: 68

Quoted at random: 3 entries already listed.
SMILES	NCI-H460	OVCAR-4	NCI/ADR-RES	SK-OV-3	NCI-H322M	NCI-H226	NCI-H23	IGROV1	NCI-H522
NC(=S)Nc1ccc2c(c1)Cc1ccccc1-2	95	83	88	98	89	78	83	88	63
CC(C)c1ccc(NC(=O)Nc2ccc(NC(=O)CCCC(=O)NO)cc2)cc1	114	112	103	94	105	87	102	111	87
Cc1nn(-c2ccc(-c3ccc(OC(F)(F)F)cc3)cc2)c2nc(Cc3ccccc3)nc(N)c12	3.4*	4.3*	41	57	.	42	65	47	74

(list continues)
SMILES	NCI-H460	OVCAR-4	NCI/ADR-RES	SK-OV-3	NCI-H322M	NCI-H226	NCI-H23	IGROV1	NCI-H522
Cc1c(Cl)cccc1NC(=O)c1sc2nc3c(cc2c1N)COCC3	16	61	6.5*	27	61	76	36	46	17
S=C(NCc1ccccc1)c1ccccc1	109	93	109	105	101	97	104	101	92
C=CCC1(C(=O)OCC)CCCCC1=O (stereo unspecified)	108	105	96	103	121	122	102	106	108
ClB(Cl)c1ccccc1	106	103	112	104	100	92	106	100	93
CC(C)(C)NCCC(O)c1cc(C(F)(F)F)nc2c(C(F)(F)F)cccc12 (stereo unspecified)	44	.	85	89	76	75	95	72	76
CC(C)CCC1(CCO)C(=O)N=C(N)NC1=O (stereo unspecified)	108	114	105	100	117	102	97	117	.
Cc1ccc(S(=O)(=O)NCCc2ccccc2)cc1	108	120	102	87	99	89	101	101	89
CC(C)C1CCC(C)C(SCCO)C1 (stereo unspecified)	98	94	95	103	93	93	89	103	86
CCc1ccc(C2=NN(c3ccc(S(N)(=O)=O)cc3)C(c3cccc(Cl)c3)C2)cc1 (stereo unspecified)	92	95	99	104	84	110	99	96	93
COc1ccc(-c2cc3c(=N)n(NC(=O)c4ccccc4)cnc3o2)cc1	103	102	106	107	108	106	101	104	96
CC(C#N)Oc1cccc2ccccc12 (stereo unspecified)	102	91	109	108	102	97	105	103	.

Taken from above:
`O=C(O)c1cnnc2ccccc12` @ SK-OV-3 = 96
`O=[N+]([O-])c1ccc(N2CCOCC2)c([N+](=O)[O-])c1` @ NCI-H322M = 115

Bioassay records (PubChem)
